Screening data as filed in PubChem.
CHRM1 antagonist – human CHRM1 antagonism | 1.3% of 360,000 active | P11229 | inhibition, % at 3 µM | CHO-K1 hM1, Fluo-8 calcium fluorescence, ACh EC80 antagonist | AID 588852;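 active means percent inhibition above its own plate's cutoff, namely the mean of that plate's compound wells plus 3 SD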;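 further: peak over basal fluorescence ratio during 140 s after agonist addition; 0% = ACh EC80 plus DMSO and 100% = DMSO alone without agonist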
Target sequence (P11229 whole entry, looked up): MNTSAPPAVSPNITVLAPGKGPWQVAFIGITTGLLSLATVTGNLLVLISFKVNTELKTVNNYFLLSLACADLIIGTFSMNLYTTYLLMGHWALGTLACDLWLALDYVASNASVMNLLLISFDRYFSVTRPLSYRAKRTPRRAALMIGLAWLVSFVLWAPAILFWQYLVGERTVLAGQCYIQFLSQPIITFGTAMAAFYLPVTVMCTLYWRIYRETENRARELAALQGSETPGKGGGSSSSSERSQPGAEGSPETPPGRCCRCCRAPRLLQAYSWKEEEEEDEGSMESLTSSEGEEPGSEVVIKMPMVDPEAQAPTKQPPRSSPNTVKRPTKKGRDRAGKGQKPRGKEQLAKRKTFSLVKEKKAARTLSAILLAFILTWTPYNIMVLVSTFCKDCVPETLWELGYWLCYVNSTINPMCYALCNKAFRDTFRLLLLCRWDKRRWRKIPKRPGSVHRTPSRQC
CHO-K1 Ca antag – counter-screen for M1 antagonists: effect in parental CHO-K1 cells; ATP-induced calcium, Fluo-8 fluorescence; inhibition, % at 3 µM; 0.6% of 360,000 active; AID 602250;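 active means inhibition above a per-plate cutoff, the plate's mean sample inhibition plus 3 SD, cut at about 24% in these data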;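 further: 0% = DMSO plus EC80 ATP and 100% = DMSO alone without ATP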
M1 PAM – potentiates human M1 receptor response to acetylcholine; P11229; CHO-K1 hM1, Fluo-8 calcium fluorescence, ACh EC20; 0% = ACh EC20, 100% = maximal ACh; activation, % at 3 µM; 0.088% of 360,000 active; AID 588819; in the data active means activation above about 19%, passing the limit was not always enough
CHRM1 agonist – activates human CHRM1 receptor; activation, % at 3 µM; AID 588814; P11229; CHO-K1 hM1, Fluo-8 calcium fluorescence, agonist mode; 0% DMSO, 100% acetylcholine EC100; 0.33% of 360,000 active;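 active means activation above the run's mean compound activation plus 3 SD, cut at about 16% in these data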;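 further: peak over basal fluorescence ratio within a 140 s kinetic read after compound addition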
TAAR1 agonist – agonists of human TAAR1; Q96RJ0; CHO RD-HGA16 TAAR1, Fluo-8 calcium fluorescence; vehicle wells 0%, saturating PEA agonist 100%; activation, % at 3 µM; 0.99% of 360,000 active;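 active means activation above the mean activation of all test compounds in the run plus 3 SD, cut at about 38% in these data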
Target sequence (Q96RJ0 whole entry, looked up): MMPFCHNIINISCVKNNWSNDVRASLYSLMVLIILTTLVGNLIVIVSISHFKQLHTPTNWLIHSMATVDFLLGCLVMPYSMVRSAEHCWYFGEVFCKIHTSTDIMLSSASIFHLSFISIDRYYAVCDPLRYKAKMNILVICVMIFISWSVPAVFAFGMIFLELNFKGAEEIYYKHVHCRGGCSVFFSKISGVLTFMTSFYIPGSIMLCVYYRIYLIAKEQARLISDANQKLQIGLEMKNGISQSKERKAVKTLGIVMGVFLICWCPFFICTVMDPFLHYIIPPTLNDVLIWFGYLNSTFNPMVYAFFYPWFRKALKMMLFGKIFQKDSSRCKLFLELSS
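System: CHO-derived RD-HGA16 cells with stable Gα16 and human TAAR1. Times: 17-24 h plating, Fluo-8 75 min 37 °C, 30 min RT. Measured by: calcium-sensitive Fluo-8 signal, excitation 470-495, emission 515-575 nm. Read-out basis: % activation relative to PEA EC100 response. Control set: DMSO and PEA EC100. Repeats: no replicates (n 1).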
CHO parental Ca – signal in parental CHO cells, OX1R antagonist counter-screen | parental CHO-K1, ATP-induced calcium, Fluo-8 fluorescence | inhibition, % at 5.6 µM | 0.63% of 330,000 active;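 active means inhibition above that plate's mean sample inhibition plus 3 SD, cut at about 26% in these data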;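 further: 0% = ATP-challenged DMSO wells and 100% = DMSO wells without ATP; some compounds past the cut are filed as inactive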
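test system = CHO parental line | reagent = ATP stimulus | measured by = intracellular calcium via Fluo-8 no-wash fluorescent dye | control set = ATP and no-ATP DMSO wells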
M1 PAM parental – counter-screen for M1 PAMs: effect in parental CHO-K1 cells; ATP EC20, Fluo-8 calcium fluorescence; 0% at ATP EC20, 100% at ATP max; activation, % at 3 µM; 0.02% of 360,000 active; AID 602247;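 active means activation above the run cutoff, the mean activation of all test compounds plus 3 SD, cut at about 40% in these data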;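 further: peak over basal fluorescence ratio in a 140 s read after ATP addition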
M1 ag parental – nonselective activator or artifact in parental CHO-K1 cells; activation, % at 3 µM; Fluo-8 calcium fluorescence; scaled to maximal ATP response, vehicle zero; 0.48% of 360,000 active; AID 602248; in the data active means activation above about 15%;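 further: untransfected CHO-K1 host cells lacking M1 receptor as counterscreen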
TAAR1 antagonist – antagonists of human TAAR1. Q96RJ0. CHO RD-HGA16 TAAR1, Fluo-8 calcium fluorescence, antagonist. inhibition, % at 3 µM. 1.5% of 360,000 active. AID 624466;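 active means inhibition above a per-plate cutoff, the mean inhibition of test compounds on that plate plus 3 SD, cut at about 49% in these data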;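 further: 0% = DMSO plus EC80 beta-PEA response and 100% = DMSO alone without agonist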
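Assay system: CHO-derived RD-HGA16 cells stably expressing human TAAR1 plus Gα16. Timing: 140 s kinetic read after compound, 140 s after agonist. Technique: kinetic Fluo-8 calcium fluorescence measurement. Measure: % inhibition of agonist calcium response.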
* = called active by the depositor; x = not tested or not shown. Not a hit list (roughly 4.4% active in at least one column).

SMILES	CHRM1 antagonist	CHO-K1 Ca antag	M1 PAM	CHRM1 agonist	TAAR1 agonist	CHO parental Ca	M1 PAM parental	M1 ag parental	TAAR1 antagonist
CN1CCN(C(=O)C2CCCN(S(=O)(=O)c3ccc(F)cc3)C2)CC1 (stereo not given)	-16	3	10	-4	1	-13	-8	0.2	-11
NC(=O)c1ccsc1NC(=O)COC(=O)Cc1ccccc1[N+](=O)[O-]	10	31*	-14	4	12	x	-17	9.1	47
CCOC(=O)C1=NN(C(=O)c2ccc(C)cc2)C(O)(c2ccc(Cl)cc2)C1 (stereo not given)	3	-5	-5	22*	116*	-12	-2	13	73*
CN(C(=O)COC(=O)c1ccccc1OCc1ccc(F)cc1)C1CCS(=O)(=O)C1 (stereo not given)	0	-14	2	-3	10	-12	4	0.3	-16
O=C(Nc1nc2ccc(F)cc2s1)c1cccc(S(=O)(=O)N2CCc3ccccc32)c1	2	-4	-3	-5	0	-11	19	0.2	-17
N#Cc1ccc(N2CCc3ccccc3C2)c([N+](=O)[O-])c1	2	-9	-10	-8	-1	-16	24	1.0	-6
CCCN1CCN(C(=O)C2CCCN(c3ncnc4c3nc3n4CCCCC3)C2)CC1 (stereo not given)	-6	-14	10	-13	2	-15	16	0.2	-7
CCCCCCCCN1C(=O)[C@H](CC(=O)N2CCCC2)C[C@@]2(C(=O)OC)CCCCC=C12	x	-15	x	x	0	x	21	0.1	-46
CCc1c(C(=O)Nc2ccccc2C(N)=O)csc1C	-15	-2	12	6	9	-13	-3	1.0	-7
N#Cc1ccc(OC(=O)c2cnccn2)cc1	6	-15	0	-4	2	-7	10	2.3	-11
O=C1CCCC/C1=C/Nc1cccc(C(F)(F)F)c1	2	-9	4	-6	0	-11	12	0.4	-7
C1CCN(Cc2nnnn2C2CCCC2)CC1	-8	-18	4	-11	0	9	13	0.2	-7
COc1ccc(N(C(=O)c2cc3ccccc3oc2=O)C2C=CS(=O)(=O)C2)cc1 (stereo not given)	-6	-4	9	-1	1	4	-7	0.7	-2
Cc1cc(F)ccc1NS(=O)(=O)c1cccc2nsnc12	-5	-8	3	-6	-1	-7	8	0.5	1
Cc1cc2c(c(=O)o1)C1(C(=O)N(C)c3ccccc31)C(C#N)=C(N)O2 (stereo not given)	-3	-2	5	-4	5	9	5	0.2	8
CC1(Cc2cccc(C(F)(F)F)c2)C(=O)Nc2c(Cl)ccc(Cl)c21 (stereo not given)	-3	-8	0	-3	6	x	18	0.1	11
O=C(Cc1ccc(Br)cc1)Nc1ccc(Cl)cc1	19	-5	-8	-4	3	1	-5	3.0	28
O=C(NCC(F)(F)F)Nc1nnc(C(F)(F)F)s1	-3	5	3	5	8	-5	4	4.7	20
CCCN1C(=O)/C(=C2/C=Cc3ccccc3N2CC)SC1=S	-8	-4	8	-5	-1	-22	11	-0.8	2
CCC(C)(C)NC(=O)C(c1cccc(OC)c1OC)N(CCOC)C(=O)CCC(=O)Nc1cc(C)on1 (stereo not given)	-2	-3	-1	-6	-2	-11	-2	-0.2	-15
c1ccc(N(c2ccccc2)c2nc(-n3ccnc3)nc(-n3ccnc3)n2)cc1	7	5	-14	-1	34	42*	16	6.0	104*
C=CCSC(CC)(CC)C(N)=O	-11	3	8	2	0	-15	13	4.8	-26
CC1(C)N=C(C(=O)c2ccccc2)N(O)C1(C)O (stereo not given)	8	-8	-2	-2	4	-15	4	-0.2	2
O=C(Nc1nc(-c2cccs2)c(-c2cccs2)s1)C1CCCC1	3	-2	-4	-12	2	x	-1	0.0	-4
c1ccc2sc(C3CCN(Cc4nnnn4Cc4ccc5c(c4)OCO5)CC3)nc2c1	-6	-8	2	-2	6	-10	18	0.8	15

Single records (already shown). Values in the order: CHRM1 antagonist	CHO-K1 Ca antag	M1 PAM	CHRM1 agonist	TAAR1 agonist	CHO parental Ca	M1 PAM parental	M1 ag parental	TAAR1 antagonist
`CCCCCCCCN1C(=O)[C@H](CC(=O)N2CCCC2)C[C@@]2(C(=O)OC)CCCCC=C12` is entered as x	-15	x	x	0	x	21	0.1	-46
`c1ccc(N(c2ccccc2)c2nc(-n3ccnc3)nc(-n3ccnc3)n2)cc1` is entered as 7	5	-14	-1	34	42*	16	6.0	104*
`c1ccc2sc(C3CCN(Cc4nnnn4Cc4ccc5c(c4)OCO5)CC3)nc2c1` is entered as -6	-8	2	-2	6	-10	18	0.8	15

Later entries
SMILES	CHRM1 antagonist	CHO-K1 Ca antag	M1 PAM	CHRM1 agonist	TAAR1 agonist	CHO parental Ca	M1 PAM parental	M1 ag parental	TAAR1 antagonist
COc1ccc(NC(=O)CCNC(=O)c2ccco2)c(OC)c1	7	-17	-2	-1	1	-8	12	0.2	2
CCOC(=O)CSc1nnc(CNC(=O)c2cccs2)n1-c1cc(OC)ccc1OC	0	-5	1	-5	x	-10	-1	0.0	x
O=C(CSc1ccc(Cl)cc1)N1CCN(c2ccc(Cl)cc2[N+](=O)[O-])CC1	9	-6	-7	-4	2	1	-7	3.0	67*
Cc1ccc(NC(=O)CN(C)S(=O)(=O)c2cnc[nH]2)cc1C	0	5	7	-3	7	-5	2	0.1	9
Cc1ccc2c(C)nc(Nc3nc(CSc4nc5ccccc5s4)cc(=O)[nH]3)nc2c1	-5	-26	3	-2	-1	x	26	0.0	-12
COc1ccc(N(C(=O)c2ccccc2C)S(=O)(=O)c2cccs2)cc1	10	-8	3	-4	-1	-18	12	0.8	-9
Cc1cc(C)cc(NC(=O)CSc2nc3[nH]ncc3c(=O)[nH]2)c1	-12	-10	13	-11	-1	-3	24	0.1	3
CC(=O)c1c(C)[nH]c(C(=O)OCc2ccccc2)c1C	4	20	-3	0	9	-11	-15	2.4	10
C[C@H]1CN([C@@H](C)CO)C(=O)CCCn2cc(nn2)CO[C@@H]1CN(C)C(=O)Nc1cccc(F)c1	-15	-14	10	-2	2	x	16	0.6	1
C/C(=N\NC(=O)c1c(C)nc2ccccn12)c1ccc(O)cc1O	-6	-14	6	-2	4	6	22	1.7	-11
COC(=O)Cc1[nH]nc2c1C(C1C=CCCC1)C(C#N)=C(N)O2 (stereo not given)	3	6	1	-5	3	-17	8	0.1	6
CCCNC(=O)C1(C)CCCN(C(=O)c2oc3ccccc3c2C)C1 (stereo not given)	17	-1	-11	0	2	x	-7	0.1	4
C=CCn1c(SCC(=O)Nc2ccc3c(c2)OCO3)nnc1-c1ccccc1O	-4	8	4	-6	12	-5	-9	1.9	12
O=C(Nc1c(C(=O)O)[nH]c2ccccc12)NC1CCCCC1	-5	-7	1	-4	16	0	16	0.1	5
CN(c1ccccc1)S(=O)(=O)c1ccc(C(=O)N2CCN(c3ccccc3F)CC2)cc1	-3	-9	5	-2	1	-18	10	0.7	-19
CCC(=O)N(CCC1(c2ccccc2OC)CCOC(C(C)C)C1)Cc1ccco1 (stereo not given)	-15	-18	8	-3	15	-20	28	0.4	-26
S=C(NNC(=S)Nc1ccccc1)Nc1ccccc1	-4	-15	12	-2	-2	-3	10	0.1	9
Clc1ccccc1Cc1noc(CN2CCSCC2)n1	2	-3	7	-6	4	-12	-7	0.0	-9
COc1cc(C(O)c2nc(-c3cccc(C(C)C)c3)cs2)ccc1F (stereo not given)	8	3	-8	-4	0	x	0	0.5	23
OCC[C@@H]1C[C@H](O)[C@@H](O)[C@@]2(OCc3cc(C(F)(F)F)ccc32)O1	-4	-12	2	-3	0	x	5	0.4	-8
COCCn1c(SCC(=O)NC2CC2)nnc1-c1ccc(Cl)cc1	-7	-20	7	-3	4	-9	10	0.4	0
CCC[C@@H]1CCCO[C@@](C(=O)NCCN2CCOCC2)(C(F)(F)F)C1	0	-11	4	-5	13	-11	11	0.3	2
COc1ccccc1CNCc1ccc2c(c1)OCO2	20	7	-9	-7	9	x	-3	0.4	-27
CCCC(=O)Nc1ccccc1Sc1ncnc2scc(-c3ccccc3)c12	-12	-3	1	-10	6	-27	8	-0.5	-22
O=C(c1cc2ccccc2[nH]1)N1CCOCC1	1	2	-3	-13	0	-4	20	0.0	-7

(more compounds)
SMILES	CHRM1 antagonist	CHO-K1 Ca antag	M1 PAM	CHRM1 agonist	TAAR1 agonist	CHO parental Ca	M1 PAM parental	M1 ag parental	TAAR1 antagonist
CC1(C)CC(=O)C(N=Nc2ccc(-c3ccccc3)cc2)=C(O)C1	5	-10	2	-5	4	4	17	4.2	22
CSc1nnc2c(n1)OC(c1ccsc1)N(C(C)=O)c1ccccc1-2 (stereo not given)	26	-3	-20	-7	14	-23	7	-0.1	5
CCc1ccc(C(=O)C(C)OC(=O)Cc2n[nH]c(=O)c3ccccc23)cc1 (stereo not given)	14	2	-7	-1	3	4	-18	5.2	-27
S=C(NCc1ccccc1)NN1CCOCC1	-1	-3	1	-3	1	-8	1	0.3	17
C/C(=N\NC(=O)c1nnn(-c2nonc2N)c1C(C)C)c1cc(C)sc1C	-3	-10	2	1	0	-6	4	5.7	-2
O=S(=O)(CCNCc1ccco1)NCc1ccccc1	-11	4	7	-1	2	x	-2	2.0	-9
Cc1ccc(C)c(NC(=O)CCN2CC(C)OC(C)C2)c1 (stereo not given)	7	3	1	-3	0	-19	-3	-0.2	12
COc1ccc(Br)c(-c2nc(CS(=O)(=O)c3ccc(F)cc3)no2)c1	1	-9	1	-5	1	-21	0	0.9	5
CCn1cc(CN2CCCC(C(=O)Nc3ccc(-c4cscn4)cc3)C2)cn1 (stereo not given)	-9	-5	7	-6	1	-20	-11	0.3	10
COc1cc2ncnc(Nc3ccc4c(c3)OCO4)c2cc1OC	1	-1	4	-4	1	-1	-1	-1.6	-10
CCN(CC)S(=O)(=O)c1ccc(N2CCOCC2)c(NC(=O)C(C)(C)C)c1	-4	-8	3	-4	4	-4	13	11	-16
N#Cc1ccc(NC(=O)Cn2cnc(S(=O)(=O)N3CCOCC3)c2)cc1	-4	-15	3	0	x	0	20	0.3	x
Oc1ccc(C[C@H]2CN([C@@H](Cc3ccccc3)CN3CCCC3CN3C(=S)NC[C@@H]3Cc3ccccc3)C(=S)N2CCc2ccccc2)cc1 (stereo not given in full)	x	-18	x	x	1	x	2	0.8	-15
Cc1cc(=O)n2[nH]c(N3C(=O)CCC3=O)nc2n1	-24	-3	8	0	2	-2	14	0.1	22
Cc1nn(Cc2ccc([N+](=O)[O-])cc2)c(=O)n1-c1cccc(F)c1	-2	-5	5	-3	11	-10	-3	0.3	-6
CC1O[C@@H](O[C@H](C)CC/C=C/C(=O)O)C(O)C[C@H]1O (stereo not given in full)	-6	-11	6	-3	18	11	4	0.3	-6
Cc1cc(C)c(S(=O)(=O)N2CCCOC2CNC(=O)C(=O)NCc2ccccn2)c(C)c1 (stereo not given)	2	-1	1	-6	2	-11	18	15	2
COc1ccccc1N1CCN(CC(=O)Nc2ccc(-n3cnnn3)cc2)CC1	10	-11	-1	-3	6	-1	8	0.7	-22
COCCNC(=O)c1cccc(OC2CCN(C(C)COc3ccccc3)CC2)c1 (stereo not given)	4	-5	-8	-9	5	-4	-1	0.1	-23
